# Screening data from PubChem BioAssay.
# VLA-4 inh = inhibition in a human VLA-4 binding assay | P13612 | VLA-4 expressing cells, ligand binding flow cytometry | inhibition, % (about 7 µM as worked out from the volumes in the protocol) | 330,000 tested, 0.2% active; in the data active means inhibition above about 50%
# GASC-1 inh = human JMJD2C demethylase inhibition. 330,000 tested, 0.069% active. Q9H3R0. GST-JMJD2C(1-420) H3K9me3 demethylation, DELFIA europium. inhibition, % at 2.35 µM;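 active means more than half of a compound's replicate wells show inhibition beyond 50%, single wells judged on their own value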;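 further: signal counts dimethyl H3K9 product captured on neutravidin plate; 0% = median of DMSO wells and 100% = 0.3 times that DMSO median; strong numbers were not always called active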
# Target sequence (Q9H3R0 1-420 limits assumed): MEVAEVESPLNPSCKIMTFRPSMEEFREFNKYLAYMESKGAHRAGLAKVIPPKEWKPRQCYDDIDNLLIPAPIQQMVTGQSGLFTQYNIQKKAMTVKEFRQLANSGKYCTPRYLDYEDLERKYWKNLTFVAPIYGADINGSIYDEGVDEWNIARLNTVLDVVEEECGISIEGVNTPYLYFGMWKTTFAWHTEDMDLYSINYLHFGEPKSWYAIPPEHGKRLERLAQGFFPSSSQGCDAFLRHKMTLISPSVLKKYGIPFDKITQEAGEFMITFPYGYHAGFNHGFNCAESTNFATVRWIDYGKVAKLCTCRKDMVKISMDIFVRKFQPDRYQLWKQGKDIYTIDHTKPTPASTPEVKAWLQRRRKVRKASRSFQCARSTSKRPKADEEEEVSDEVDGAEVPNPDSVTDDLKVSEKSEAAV
# CIT2-GFP yeast = alters CIT2-GFP fluorescence in TOR pathway yeast screen; 320,000 tested, 0.065% active; AID 2029; S. cerevisiae CIT2-GFP strain, flow cytometry, 3 h; 100 means same as DMSO wells; GFP response vs DMSO, % at 10 µM;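 active means GFP response relative to DMSO above a set limit, near the screen mean plus 3 SD, cut at about 150% in these data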;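 further: ratio of well median GFP fluorescence to mean of DMSO wells on the plate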
# MEP2 TOR yeast = modulators of TOR pathway MEP2-GFP in S. cerevisiae; S. cerevisiae MEP2-GFP strain, flow cytometry GFP, 3 h; 100% = DMSO control level; GFP response vs DMSO, % at 10 µM; 330,000 tested, 0.51% active;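 active means GFP response versus DMSO above a set limit, roughly screen mean plus 3 SD, cut at about 180% in these data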;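 further: median GFP fluorescence of the barcode-gated MEP2-GFP cells per well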
# GRK2 aptamer HTS = inhibitors of human GRK2 displacing RNA aptamer; inhibition of aptamer binding, % at 10 µM; P25098; 330,000 tested, 0.59% active; bead flow cytometry, FAM-aptamer displacement from GRK2;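 active means inhibition of aptamer binding above 40%, roughly 3 SD of noise, on plates passing a quality check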;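 further: median bead fluorescence of bound FAM aptamer so fluorescent compounds give negative values; no value below 0 was filed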
# Target sequence (P25098 whole entry, looked up): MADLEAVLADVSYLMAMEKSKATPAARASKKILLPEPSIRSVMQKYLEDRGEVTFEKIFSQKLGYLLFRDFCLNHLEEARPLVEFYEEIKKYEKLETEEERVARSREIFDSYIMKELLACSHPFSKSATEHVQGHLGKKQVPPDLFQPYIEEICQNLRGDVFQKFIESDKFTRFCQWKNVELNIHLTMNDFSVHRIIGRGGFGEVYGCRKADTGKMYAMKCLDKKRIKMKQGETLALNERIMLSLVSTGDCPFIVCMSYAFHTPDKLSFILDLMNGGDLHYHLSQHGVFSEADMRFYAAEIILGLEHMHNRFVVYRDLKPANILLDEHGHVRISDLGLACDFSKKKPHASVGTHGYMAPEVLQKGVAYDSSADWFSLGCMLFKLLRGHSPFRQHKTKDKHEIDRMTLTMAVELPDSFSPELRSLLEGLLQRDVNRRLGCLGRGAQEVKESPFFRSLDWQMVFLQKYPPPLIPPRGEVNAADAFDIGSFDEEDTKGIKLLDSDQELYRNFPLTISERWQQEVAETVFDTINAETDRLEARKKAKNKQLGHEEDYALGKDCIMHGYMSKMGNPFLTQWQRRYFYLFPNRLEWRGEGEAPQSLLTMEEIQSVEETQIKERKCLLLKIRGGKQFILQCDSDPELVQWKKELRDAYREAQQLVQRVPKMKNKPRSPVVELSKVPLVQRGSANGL
# RPL19A TOR yeast = modulators of TOR pathway RPL19A-GFP in S. cerevisiae. 330,000 tested, 0.3% active. S. cerevisiae RPL19A-GFP strain, flow cytometry, 3 h; stronger effect = lower value. AID 2025. percent response vs DMSO, % at 10 µM;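 active means percent response vs DMSO below 50%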;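 further: median channel GFP fluorescence of the barcoded RPL19A-GFP strain; ratio of sample median GFP to plate DMSO average so 100% = DMSO; lower means less RPL19A-GFP as with rapamycin TOR inhibition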
# AGP1-GFP MLPCN = alters AGP1-GFP fluorescence in TOR pathway yeast screen; S. cerevisiae AGP1-GFP multiplex flow cytometry, 3 h; GFP as percent of DMSO wells; GFP response vs DMSO, % at 10 µM; 320,000 tested, 0.02% active;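 active means GFP response relative to DMSO above a set limit, near screen average plus 3 SD, cut at about 150% in these data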;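 further: median GFP channel fluorescence of the gated AGP1 strain per well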
# LAP4 TOR yeast = yeast TOR pathway LAP4-GFP modulation; S. cerevisiae LAP4-GFP multiplex, flow cytometry GFP, 3 h; median GFP as percent of DMSO wells; 320,000 tested, 0.34% active; GFP response vs DMSO, % at 10 µM;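 active means GFP response vs DMSO above a set limit, about the screen mean plus 3 SD, cut at about 150% in these data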
# Numbers without * were called inactive; · = no result given.
VLA-4 inh	GASC-1 inh	CIT2-GFP yeast	MEP2 TOR yeast	GRK2 aptamer HTS	RPL19A TOR yeast	AGP1-GFP MLPCN	LAP4 TOR yeast	canonical_smiles
18.9	-0.6	98.2	97.3	1.0	103.4	91.2	87.1	O=C1c2ccccc2C(=O)c2c1oc(C(F)(F)F)c2C(=O)c1ccccc1
9.5	7.5	103.2	100.1	0.0	104.3	101.4	95.8	O=C(Cc1c(F)cccc1Cl)NNC(=O)Nc1ccc2c(c1)OCO2
24.1	-11.9	106.7	94.2	2.0	104.0	106.2	117.7	Cc1cc2c(cc1S(=O)(=O)N(C)Cc1ccccc1)OCC(=O)N2
-1.5	-4.8	101.5	103.6	4.0	98.2	102.1	101.0	Cc1ccc(S(=O)(=O)N2CCN(C(=O)c3ccccc3)C2C(C)C)cc1 (stereo unspecified)
4.6	2.8	104.0	111.9	5.0	100.0	103.5	110.6	Cc1noc(NS(=O)(=O)c2ccc(NC(=O)c3cc4ccccc4o3)cc2)c1C
4.9	-6.1	101.4	100.2	6.0	103.0	91.4	86.0	COc1ccccc1N=NC1=C(O)CC(C)(C)CC1=O
-6.0	2.7	105.6	101.1	3.0	100.1	97.3	99.0	O=C(COc1ccc([N+](=O)[O-])cc1Cl)N1CCc2ccccc21
5.1	7.3	104.3	98.7	2.0	96.2	100.2	107.1	NS(=O)(=O)c1ccc(CCNC(=O)CSc2ccc(Cl)cc2Cl)cc1

# Entries of single compounds as entered above. Values in the order: VLA-4 inh, GASC-1 inh, CIT2-GFP yeast, MEP2 TOR yeast, GRK2 aptamer HTS, RPL19A TOR yeast, AGP1-GFP MLPCN, LAP4 TOR yeast
# `O=C(COc1ccc([N+](=O)[O-])cc1Cl)N1CCc2ccccc21` is listed as -6.0, 2.7, 105.6, 101.1, 3.0, 100.1, 97.3, 99.0
# `COc1ccccc1N=NC1=C(O)CC(C)(C)CC1=O` is listed as 4.9, -6.1, 101.4, 100.2, 6.0, 103.0, 91.4, 86.0
# `O=C(Cc1c(F)cccc1Cl)NNC(=O)Nc1ccc2c(c1)OCO2` is listed as 9.5, 7.5, 103.2, 100.1, 0.0, 104.3, 101.4, 95.8
# `Cc1cc2c(cc1S(=O)(=O)N(C)Cc1ccccc1)OCC(=O)N2` is listed as 24.1, -11.9, 106.7, 94.2, 2.0, 104.0, 106.2, 117.7
# `Cc1ccc(S(=O)(=O)N2CCN(C(=O)c3ccccc3)C2C(C)C)cc1` (stereo unspecified) is listed as -1.5, -4.8, 101.5, 103.6, 4.0, 98.2, 102.1, 101.0

# (continued)
VLA-4 inh	GASC-1 inh	CIT2-GFP yeast	MEP2 TOR yeast	GRK2 aptamer HTS	RPL19A TOR yeast	AGP1-GFP MLPCN	LAP4 TOR yeast	canonical_smiles
-9.1	3.5	82.2	96.5	0.0	88.0	104.4	100.7	CCc1ccc(-c2cc(C(=O)Nc3c(C)n(C)n(-c4ccccc4)c3=O)c3ccccc3n2)s1
-5.3	-5.9	102.6	98.6	2.0	101.7	104.6	100.0	COc1ccc(C)cc1NC(=O)CO/N=C(\N)CC(=O)NC1CCCCC1
13.3	7.8	98.2	95.2	2.0	93.5	100.4	91.9	CCOC(=O)[C@H]1[C@H]2COc3ccc(OC)cc3[C@@H]2N2C(=O)CN(CC3CCCO3)C(=O)[C@@]12C (stereo partly specified)
13.8	-0.6	103.1	104.5	1.0	102.8	105.4	105.0	Nc1c(C(=O)CSc2nnc(Nc3ccc(F)cc3)s2)c(=O)[nH]c(=O)n1C1CC1
0.9	-15.1	90.1	99.7	1.0	96.6	107.1	109.2	CCCn1c(-c2ccccc2)cc(SC)c(C#N)c1=O
8.6	0.5	83.0	103.9	20.0	94.1	96.3	121.9	COCCNC(=O)/C(C#N)=C/c1ccc(OCC(=O)NC2CCCCC2)cc1
32.8	6.2	101.1	111.0	2.0	103.3	100.7	105.0	COCCNS(=O)(=O)c1ccc(C2CNC(=O)C2)cc1 (stereo unspecified)
7.8	-17.6	98.7	106.3	0.0	101.3	98.2	91.7	CCOC(=O)C1CCN(C(=O)CSc2nc(N)cc(=O)[nH]2)CC1
32.4	-7.7	89.8	103.7	11.0	96.0	98.9	107.3	CC(Nc1nc(-c2ccccc2)nc2ccccc12)c1ccccc1 (stereo unspecified)
1.5	3.7	102.8	103.6	0.0	99.5	96.6	91.0	COCC(CN1CCN(C2=NS(=O)(=O)c3ccccc32)CC1)OC(=O)c1ccccc1 (stereo unspecified)
5.0	-2.4	100.2	100.1	0.0	97.7	105.4	111.9	O=C(CCn1c(=S)[nH]c2ccccc2c1=O)NCCSCc1ccccc1
-0.8	6.4	·	101.8	0.0	102.0	105.0	96.2	Cc1ccc(CN(C(=O)c2ccco2)C(C(=O)NC2CCCC2)c2ccc(N3CCOCC3)cc2)cc1 (stereo unspecified)
8.1	11.5	104.2	107.7	0.0	102.4	101.9	103.8	CC(C)c1ccccc1OCC(O)CN1CCN(S(=O)(=O)c2ccc([N+](=O)[O-])cc2)CC1 (stereo unspecified)
10.8	7.1	87.5	110.2	1.0	97.3	97.0	102.0	O=C(O)Cn1c(-c2ccccc2)cc2ccccc21
14.0	-19.8	101.6	98.4	0.0	98.0	105.3	101.0	O=C1C(Cl)=C(NCCCN2CCOCC2)C(=O)N1CCc1ccccc1
16.9	-1.6	96.3	92.4	3.0	99.0	97.1	91.5	COc1ccc(S(=O)(=O)Nc2cccc3c2O[C@H](CN(C)S(=O)(=O)c2cn(C)cn2)[C@@H](C)CN([C@H](C)CO)C3=O)cc1
-5.8	11.3	87.5	94.6	0.0	91.7	92.5	107.7	Cc1oc2ccc(O)cc2c1C(=O)c1ccc(F)cc1
17.8	4.4	95.5	104.1	1.0	93.0	103.4	95.5	CCc1nc(N2CCN(C(=O)c3ccco3)CC2)c(C#N)c2c1COC(C)(C)C2
1.3	7.5	89.9	93.3	0.0	92.7	92.9	94.0	Cc1c(Cl)cccc1NC(=O)CNC(=O)c1cn(-c2ccccc2)nc1-c1cccnc1
-3.7	1.1	100.0	99.0	3.0	100.7	104.0	92.5	COC(=O)c1c(C)[nH]c(C(=O)OCC(=O)c2c(N)n(CC(C)C)c(=O)n(C)c2=O)c1C
-1.6	-3.2	95.1	91.9	0.0	96.6	91.1	82.2	CCN(CC)C(=O)C(C)OC(=O)COc1ccc(Cl)cc1Cl (stereo unspecified)
4.5	-1.7	81.3	90.9	0.0	91.1	93.7	96.0	CC(C)Cc1ccc(C2=CSC3=NCCN23)cc1
3.6	-26.4	108.0	112.3	5.0	108.5	108.3	90.6	COc1ccc(-n2nnnc2-c2ccc(S(C)(=O)=O)cc2Cl)cc1
5.3	-2.6	92.4	98.2	1.0	96.2	101.7	111.2	CC(/C=C/C=C/c1ccccc1)=N/NC(=O)C(O)c1ccccc1 (stereo unspecified)
-5.2	3.7	105.6	108.9	1.0	102.5	103.0	90.5	COc1ccc(C(=O)NNC2=NS(=O)(=O)c3ccccc32)cc1OC
-15.1	1.1	110.0	103.9	0.0	101.3	107.6	99.8	COc1ccccc1N1CCN(S(=O)(=O)CCNC(=O)C2CC2)CC1
0.7	-6.6	90.2	94.1	0.0	91.8	88.4	89.7	CC(C)CN(C(=O)CSc1nncs1)c1c(N)n(CC(C)C)c(=O)[nH]c1=O
-4.4	-7.5	103.0	104.9	1.0	105.3	90.1	82.8	CCCCNc1nc(N)ncc1[N+](=O)[O-]
4.9	-8.2	86.5	92.6	5.0	92.6	100.6	103.3	COc1ccc(COC(=O)c2cccc(S(=O)(=O)N3CCN(C(C)=O)CC3)c2)cc1F
11.0	-0.3	80.8	100.3	0.0	101.1	97.7	98.9	Cc1ccc(O)c(NC(=O)c2cccc(NC(=O)c3ccco3)c2)c1
0.4	7.3	107.9	112.4	0.0	106.7	109.7	109.2	O=C(c1ccc(S(=O)(=O)N2CCOCC2)cc1)N1CCN(S(=O)(=O)c2ccc(Cl)s2)CC1
-6.4	2.9	97.3	101.7	0.0	99.3	98.6	99.7	Cn1c(-c2nnn(-c3ccc(F)cc3)n2)cc2ccccc21
6.2	13.0	·	103.5	0.0	102.0	92.1	80.3	COc1ccc(C(=O)NCCCNC(=O)c2ccccn2)cc1Br
-13.8	-21.4	90.2	98.5	5.0	99.2	98.5	96.6	Cc1nn(-c2cc(N3CCCCCC3)ccc2[N+](=O)[O-])c(=O)c2ccccc12
10.7	5.2	100.9	104.6	0.0	102.3	98.0	93.4	Cc1c(NC(=O)/C(C#N)=C/c2ccc(-c3ccc(Cl)cc3)o2)c(=O)n(-c2ccccc2)n1C
-4.4	-5.9	93.4	91.7	2.0	89.4	90.9	96.9	COc1cccc(OCc2cc(C(=O)N3CCN(c4ccccc4OC)CC3)no2)c1
-21.1	4.4	92.6	115.6	6.0	102.6	98.9	89.3	CC(C)c1ccc(C2C(C#N)=C(N)N3C(=C2C#N)Sc2ccccc23)cc1 (stereo unspecified)
-5.3	2.6	95.6	99.1	0.0	97.7	101.9	98.7	C=CCN1C(=O)/C(=C2/Sc3ccc(OC)cc3N2C)SC1=Nc1ccc(OC)cc1
9.5	-13.9	102.8	103.3	5.0	106.1	100.9	95.2	O=[N+]([O-])c1cccc(Nc2nc(Cl)nc(Cl)n2)c1
-7.7	12.7	98.0	100.3	1.0	99.0	79.9	96.0	Cc1ccc(N(CC(=O)NCc2ccco2)C(=O)CCC(=O)Nc2nccs2)c(C)c1
7.8	2.6	98.2	89.3	0.0	97.0	97.2	84.6	CCOC(=O)Cc1cc(=O)[nH]c(/N=C(\N)Nc2ccc(C)cc2C)n1
-3.3	1.6	101.5	100.6	1.0	97.3	90.7	96.9	O=C(c1ccc(-n2c(SCc3cccc(F)c3)nc3ccccc3c2=O)cc1)N1CCOCC1
1.8	12.7	89.3	99.3	4.0	93.2	92.2	101.9	N#CCCn1cc(/C=N/NC(=O)c2ccncc2)c(-c2ccccc2)n1
-1.2	-6.4	104.3	99.7	0.0	103.8	99.9	87.1	CCOc1ccc(S(=O)(=O)N2CCN(Cc3ccccc3)CC2)cc1
13.6	-5.3	94.3	94.5	1.0	95.0	98.2	100.9	O=C(NCCC1=CCCCC1)C1CCN(S(=O)(=O)c2cccs2)CC1
1.9	31.3	88.9	92.6	0.0	90.7	93.7	97.2	O=C(COc1ccc(Cl)cc1)Nc1nc(-c2ccncc2)cs1
0.0	6.7	76.6	98.3	1.0	93.5	83.9	111.2	Cc1cc(C)n(-c2nc(SCC(=O)N3CCCC3)c3c4c(sc3n2)CCCC4)n1
-4.5	-7.0	97.5	108.3	1.0	102.2	108.1	97.0	Brc1cc2ccccc2[n+](Cc2ccccc2)c1
5.2	-4.7	99.9	101.5	0.0	93.9	92.0	99.6	COc1cccc(-c2noc(-c3ccc(Cl)nc3)n2)c1
-4.1	1.6	97.3	106.2	1.0	101.4	98.7	97.8	COc1ccc(N2CC(C(=O)Nc3ccc([N+](=O)[O-])cc3Br)CC2=O)cc1 (stereo unspecified)
-0.5	4.0	94.1	107.2	0.0	103.7	90.7	94.3	Cc1cc2cc3c(C)cc(=O)oc3c(C)c2o1
23.2	-3.1	111.1	104.4	0.0	102.3	96.2	104.0	Fc1cccc(CN2CCN3CCCC3C2C2CCCCC2)c1 (stereo unspecified)
-13.5	·	100.7	94.7	0.0	94.2	94.6	93.1	COc1ccccc1Nc1nnc(SCC(=O)NC2CC2)s1
-14.6	1.8	79.6	89.2	1.0	98.9	84.3	87.7	C[C@H](CO)N1C[C@H](C)[C@@H](CN(C)C(=O)Nc2ccccc2)Oc2c(NS(=O)(=O)c3cccs3)cccc2C1=O
3.8	-0.2	100.6	100.5	0.0	96.2	92.7	95.5	O=C(Oc1ccc(N(C(=O)c2ccncc2)S(=O)(=O)c2cccs2)cc1)c1ccncc1
18.3	5.3	93.4	103.0	3.0	96.3	97.9	122.6	CC(C#N)Sc1ncnc2sc3c(c12)CCC3 (stereo unspecified)
